# TCR activator: Activators of T cell receptors: qHTS campaign; primary human leukocytes, anti-CD3, IL-2 HTRF, 48 h; Potency, µM (highest dose often 9.22 µM), inactives show top-dose activation of IL-2 secretion, most hits filed as activators; 330,000 tested, under 10 active; AID 504894, 2011; note: % of control where 0% means no effect
#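 48 hr co-incubation of compounds, a-CD3 beads and primary human leukocytes; IL-2 quantified homogeneously by HTRF with anti-IL-2 K and d2 conjugates.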
# Tb PFK inh: qHTS Assay to Find Inhibitors of T. brucei phosphofructokinase. T. brucei PFK, ADP-Glo luminescence. Potency, µM (highest dose often 57.5 µM), without a hit: at the top dose activity, negative = inhibition, hits mostly inhibitors. AID 485367, 2010. hit rate 0.17% among 330,000;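 note: potency is the fitted concentration of half-maximal effect; 0% = uninhibited 1x PFK enzyme wells and -100% = no-enzyme wells; nearly all actives have a fitted effect of over 60% in size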
# Target sequence (O15648 whole entry, looked up): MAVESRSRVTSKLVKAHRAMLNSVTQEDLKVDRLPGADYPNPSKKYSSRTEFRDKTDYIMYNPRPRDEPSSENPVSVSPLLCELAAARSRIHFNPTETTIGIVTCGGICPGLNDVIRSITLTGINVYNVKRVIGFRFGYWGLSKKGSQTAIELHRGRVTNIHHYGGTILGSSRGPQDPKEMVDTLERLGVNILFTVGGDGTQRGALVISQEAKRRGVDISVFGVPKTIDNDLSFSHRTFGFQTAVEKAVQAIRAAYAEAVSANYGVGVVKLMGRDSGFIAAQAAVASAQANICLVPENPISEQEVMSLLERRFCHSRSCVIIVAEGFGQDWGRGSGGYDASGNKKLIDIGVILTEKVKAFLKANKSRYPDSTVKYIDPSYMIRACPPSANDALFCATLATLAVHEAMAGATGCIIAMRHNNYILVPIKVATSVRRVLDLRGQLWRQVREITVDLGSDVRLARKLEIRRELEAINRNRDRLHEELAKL
#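 Activity is normalized to no-enzyme wells (full inhibition) and 1.25 nM enzyme wells (no inhibition). Reaction: 0.5 mM F6P, 0.1 mM ATP, 45 min RT, ADP-Glo luminescence; concentration-response curves fitted and classed by quality.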
# BCR signal inh: qHTS Assay to Find Inhibitors of Chronic Active B-Cell Receptor Signaling; ABC-DLBCL IkBa-CBG/CBR reporter, luminescence ratio, 4 h; Potency, µM (top dose mostly 46.1 µM), for inactives: top-dose ratio change, negative = lower green/red ratio, usual class: inhibitors; hit rate 0.05% among 340,000; AID 493014, 2011; active = well fitted inhibition curve with a large enough effect in the signal ratio, with a control signal flat, not every such curve was filed as active; inconclusive = small, poorly fitted or top-dose-only effect, or effect the other way, or a change in a side signal; the % refers to the signal ratio;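 note: potency is the fitted concentration of half-maximal effect; plate controls were basal doxycycline-induced cells for no effect and cells given 10 µM MG132 for full effect; MG132 reads +100%, hits lower the ratio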
#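 Cell line TMD8 (human ABC DLBCL), stably expressing tet-inducible CBG68-IkBa fusion and CBR; IMDM/0.5% FBS; cpd up to 46 uM; dox induction, 4 h, 37C/5% CO2; dual luminescence; green/red ratio; MG132 control.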
# A-T KAP1 phos: qHTS Assay for Identifying a Potential Treatment of Ataxia-Telangiectasia | […] A-T fibroblasts, KAP-1 phosphorylation AlphaLISA; neocarzinostatin DNA damage 30 min before lysis | Potency, µM (highest dose often 57.5 µM), without a hit: top-dose activation, hits mostly activators | hit rate 0.19% among 320,000 | AID 485349, 2010; note: potency is the fitted concentration of half-maximal effect; % of control where 0% means no effect; nearly all actives have a fitted effect of over 45% in size
#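 hTERT-immortalized A-T patient fibroblasts ([…]), 500 cells/well in OPTI-MEM, 1% FBS, got compounds for 60 min, then NCS for 30 min at 37C. Lysates were then assayed for phospho-KAP-1 by AlphaLISA (anti-pKAP1 donor, anti-KAP1 acceptor beads), 6 hr at 25C.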
# S-ASM inh: Inhibitors of Secretory Acid Sphingomyelinase (S-ASM): qHTS. Potency, µM (top dose mostly 57.5 µM), for inactives: top-dose activity change, negative = inhibition, hits mostly inhibitors. Sphingomyelin phosphodiesterase (Homo sapiens), P17405. placental ASM, HMU-PC fluorogenic substrate, 60 min. AID 504937, 2011. hit rate 0.006% among 340,000; note: potency is the fitted concentration of half-maximal effect
#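 Human placenta-derived ASM enzyme was preincubated with compound for 10 minutes at room temperature, then given fluorogenic substrate HMU-PC0 (9 uM final) for 60 minutes at 37 °C; a pH 10 stop preceded fluorescence reading at Ex 386/Em 447 nm.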
# Mito fusion yeast: qHTS Assay for Small Molecule Inhibitors of Mitochondrial Division or Activators of Mitochondrial Fusion | Potency, µM (series often up to 46.1 µM), for inactives: at the top dose growth rescue (activation), most hits filed as activators | hit rate 0.23% among 320,000 | AID 485298, 2010 | S. cerevisiae fusion-defective mutant growth rescue, CellTiterGlo 48 h;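 note: potency is the fitted concentration of half-maximal effect; % of control where 0% means no effect; nearly all actives have a fitted effect of over 45% in size; temperature-sensitive fusion mutants such as fzo1-1 at 37 °C on non-fermentable ethanol glycerol medium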
#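 Luminescent cell viability in 1536-well qHTS format served as the measure of rescued growth in ts fusion-mutant S. cerevisiae cultured on non-fermentable YPEG for 48 hours at 37C.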
# Eya2 phos inh: qHTS Assay for Inhibitors of the Phosphatase Activity of Eya2. Protein phosphatase EYA2 (Homo sapiens), O00167. hit rate 0.006% among 330,000. recombinant Eya2, OMFP fluorescence dephosphorylation (OMFP is methylfluorescein phosphate). Potency, µM (series often up to 76.9 µM), without a hit: top-dose activity, negative = inhibition, usual class: inhibitors. AID 488837, 2010; note: potency is the fitted concentration of half-maximal effect; % is set by controls: 0 for no effect and ±100 for the full control effect
# Target sequence (O00167 whole entry, looked up): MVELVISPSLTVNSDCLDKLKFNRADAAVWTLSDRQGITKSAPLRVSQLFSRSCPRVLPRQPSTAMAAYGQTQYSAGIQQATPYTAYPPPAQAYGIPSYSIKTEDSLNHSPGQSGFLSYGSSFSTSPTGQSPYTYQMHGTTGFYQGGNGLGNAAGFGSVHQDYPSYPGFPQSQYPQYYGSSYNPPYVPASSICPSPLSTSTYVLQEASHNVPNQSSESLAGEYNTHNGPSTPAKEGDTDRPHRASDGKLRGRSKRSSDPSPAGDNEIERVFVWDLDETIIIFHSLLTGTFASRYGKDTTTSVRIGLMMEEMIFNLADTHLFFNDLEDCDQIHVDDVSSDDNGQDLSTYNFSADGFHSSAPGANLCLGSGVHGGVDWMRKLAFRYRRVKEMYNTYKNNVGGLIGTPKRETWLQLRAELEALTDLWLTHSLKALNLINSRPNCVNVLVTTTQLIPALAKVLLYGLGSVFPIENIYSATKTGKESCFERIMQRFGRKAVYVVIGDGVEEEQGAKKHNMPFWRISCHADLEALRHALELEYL
#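 Eya2 (0.2 uM) preincubated 10 min at ambient with compound, then OMFP substrate added at 50 uM; 10 min reaction in 50 mM HEPES pH 7.5, 50 mM NaCl, 5 uM MgCl2, 0.05% BSA, 1 mM DTT. Fluorescence read at Ex 485/Em 525 nm.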
# PTAP TSG101 blk: qHTS Assay for Iinhibitors of HIV-1 Budding by Blocking the Interaction of PTAP/TSG101 | Tumor susceptibility gene 101 protein (Homo sapiens), Q99816 | Fluorescence polarization, FITC-PTAP peptide / Tsg101 binding | Potency, µM (highest dose often 115 µM), for the others: at the highest dose activity change, negative = inhibition, hits mostly inhibitors | 340,000 tested, under 10 active | AID 493005, 2010; active = well fitted inhibition curve with a large enough effect in the main read-out, with a control signal flat, not every such curve was filed as active; inconclusive = small, poorly fitted or top-dose-only effect, or effect the other way, or a change in a side signal; inactive = no such curve, though single readings can be large or run the other way; note: potency is the fitted concentration of half-maximal effect; % of control where 0% means no effect
#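 Tsg101 binding domain (10 uM final) was mixed with compound and a FITC-labeled PTAP peptide (50 nM final) in HEPES pH 7.5 buffer with NaCl, Tween 20, EDTA and TCEP; fluorescence polarization was read after 20 min at r.t.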
# ELG1 repair inh: qHTS screen for small molecules that inhibit ELG1-dependent DNA repair in human embryonic kidney (HEK293T) cells expressing luciferase-tagged ELG1; Potency, µM (series often up to 46.1 µM), for inactives: at the highest dose activity change, negative = inhibition, most hits filed as inhibitors; HEK293T ELG1-luciferase reporter, luminescence, 16 h; DNA damage induced by 5-fluorouridine; hit rate 2.3% among 330,000; AID 504467, 2011; note: potency is the fitted concentration of half-maximal effect; % is set by controls: 0 for no effect and ±100 for the full control effect; nearly all actives have a fitted effect of over 55% in size
#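 Quantitative HTS, concentration-response format. 2,000 cells/well co-treated with 5-fluorouridine and compound, 16 hr in 5% CO2 at 37 °C; ONE-Glo luminescence read after 30 min.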
# a7 integrin act: qHTS for Activators of Integrin-Mediated Alleviation for Muscular Dystrophy | AID 624291, 2012 | hit rate 0.064% among 350,000 | Potency, µM (doses to about 38.3 µM), for inactives: top-dose activation, actives largely listed as activators | alpha7betagal myoblasts, beta-gal FDG fluorescence, 48 h;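 note: potency is the fitted concentration of half-maximal effect; 100% = response of the positive control SU9516; nearly all actives have a fitted effect of over 60% in size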
#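 Alpha7betagal+/- myoblasts (passage 13) were plated 16-24 hr, then exposed to compounds (1:260 dilution of DMSO stock) for 48 hours at 37C. After MPER lysis, β-galactosidase reporter activity was read as FDG fluorescence (ex 480/em 540) after 30 minutes.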
# TSHR antag: Antagonists of the Thyroid Stimulating Hormone Receptor: HTS campaign | Thyrotropin receptor (Homo sapiens), P16473 | TSHR-expressing cells, TSH-stimulated cAMP HTRF, 2 h; hits give low values | activity change, negative = inhibition, % at 11.5 µM | hit rate 0.2% among 330,000;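 active = activity change below a set negative limit, meaning inhibition stronger than a set level, cut at about -70% in these data; inconclusive = activity change between two set negative limits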; note: % is set by controls: 0 for no effect and ±100 for the full control effect
#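 TSHR-expressing cells were treated with compounds, then stimulated with TSH at EC80 (4nM final) for 2 hours at 37 deg C. Cellular cAMP was measured by HTRF competition between lysate cAMP and cAMP-d2 for a cryptate-labelled anti-cAMP antibody.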
# An asterisk follows results filed as active; u = inconclusive; x = not tested or not shown; [ ] = another dose, or the depositor's remark. Unless noted, calls come from the whole dose curve; as a rule, active = well fitted curve in the direction sought with a large enough effect; inconclusive = small, poorly fitted or top-dose-only effect, or another doubt; inactive = no such curve, though single readings can be large; an effect the other way counts as inactive or inconclusive.
SMILES,TCR activator,Tb PFK inh,BCR signal inh,A-T KAP1 phos,S-ASM inh,Mito fusion yeast,Eya2 phos inh,PTAP TSG101 blk,ELG1 repair inh,a7 integrin act,TSHR antag
COc1ccc(OCc2cc(C(=O)N3CCSCC3)no2)c(Cl)c1,1%,3%,-23%,-6%,1%,-7%,-5%,1%,u,12%,17
COc1ccc(NC(=O)CN(C)C(=O)c2c(C)nn(Cc3ccc(C)cc3)c2Cl)cc1,x,0%,-2%,3%,8%,3%,14%,-2%,0%,0%,6
CC1CCC(NC(=O)CCC(=O)N2CC(C)Oc3ccccc32)CC1 (stereo not drawn),13%,-2%,-15%,-8%,8%,1%,-13%,-5%,u,0%,-4
CCOc1ccc(C(=O)CCC(=O)Nc2ccncc2)cc1,-1%,8%,-4%,16%,0%,0%,17%,-1%,-2%,26%,1
O=C(N[C@@H]1CCC(=O)N(CC[C@H](Sc2ccccc2)c2ccccc2)CC1)OCc1ccccc1,-3%,6%,2%,-3%,-3%,-9%,-4%,1%,u,-16%,-10
CC(C1CC1)N(C(=O)c1ccccc1[N+](=O)[O-])c1ccccc1 (stereo not drawn),5%,-2%,0%,-3%,1%,6%,1%,-5%,u,0%,-3
CCOC(=O)CC1C(=O)NCCN1C(=O)c1cccc(OC)c1 (stereo not drawn),0%,-2%,4%,-9%,2%,-3%,u,-12%,-4%,-3%,-2
Cc1ccc(NC(=O)CSc2n[nH]c(-c3ccncc3)n2)cc1C,16%,-4%,u,9%,0%,2%,14%,0%,3%,-13%,-2
CCSc1nnc(NC(=O)c2cccc(OCc3c(C)noc3C)c2)s1,x,0%,u,-1%,u,6%,-12%,5%,u,5%,-3
CCN(C(=O)c1ccncc1)c1c(N)n(Cc2ccccc2)c(=O)[nH]c1=O,3%,14%,0%,-1%,2%,-5%,5%,1%,0%,34%,8

# A second format for part of the listing above.
Structure: O=C(N[C@@H]1CCC(=O)N(CC[C@H](Sc2ccccc2)c2ccccc2)CC1)OCc1ccccc1
  TCR activator = -3%
  Tb PFK inh = 6%
  BCR signal inh = 2%
  A-T KAP1 phos = -3%
  S-ASM inh = -3%
  Mito fusion yeast = -9%
  Eya2 phos inh = -4%
  PTAP TSG101 blk = 1%
  ELG1 repair inh = u
  a7 integrin act = -16%
  TSHR antag = -10
Structure: Cc1ccc(NC(=O)CSc2n[nH]c(-c3ccncc3)n2)cc1C
  TCR activator = 16%
  Tb PFK inh = -4%
  BCR signal inh = u
  A-T KAP1 phos = 9%
  S-ASM inh = 0%
  Mito fusion yeast = 2%
  Eya2 phos inh = 14%
  PTAP TSG101 blk = 0%
  ELG1 repair inh = 3%
  a7 integrin act = -13%
  TSHR antag = -2
Structure: CCOC(=O)CC1C(=O)NCCN1C(=O)c1cccc(OC)c1 (stereo not drawn)
  TCR activator = 0%
  Tb PFK inh = -2%
  BCR signal inh = 4%
  A-T KAP1 phos = -9%
  S-ASM inh = 2%
  Mito fusion yeast = -3%
  Eya2 phos inh = u
  PTAP TSG101 blk = -12%
  ELG1 repair inh = -4%
  a7 integrin act = -3%
  TSHR antag = -2

# The main list resumes, starting 2 compounds before the break.
SMILES,TCR activator,Tb PFK inh,BCR signal inh,A-T KAP1 phos,S-ASM inh,Mito fusion yeast,Eya2 phos inh,PTAP TSG101 blk,ELG1 repair inh,a7 integrin act,TSHR antag
CCSc1nnc(NC(=O)c2cccc(OCc3c(C)noc3C)c2)s1,x,0%,u,-1%,u,6%,-12%,5%,u,5%,-3
CCN(C(=O)c1ccncc1)c1c(N)n(Cc2ccccc2)c(=O)[nH]c1=O,3%,14%,0%,-1%,2%,-5%,5%,1%,0%,34%,8
COc1ccc(CCNC(=O)c2ccc3c(c2)S(=O)(=O)N=C2CCCCCN23)cc1,x,-1%,1%,5%,0%,6%,17%,-2%,28%,23%,11
O=c1c2ccccc2nnn1CSc1nnc(COc2ccc(Cl)cc2)n1Cc1ccco1,4%,-3%,-1%,-3%,-6%,-23%,14%,-3%,u,u,-15
Cc1ccccc1NC(=O)Cc1nc(COC(=O)c2cc(Cl)ccc2O)cs1,-8%,1%,-8%,6%,14%,1%,5%,-3%,2%,-22%,-11
Cc1cccc(C)c1Nc1c(-c2ccc(N3CCOCC3)cc2)nc2ncccn12,-4%,-7%,-17%,-2%,-9%,8%,-1%,-1%,u,9%,-7
O=S(=O)(Nc1ccc(-n2cccc2)cc1)c1ccccc1,-3%,-5%,11%,-5%,-18%,27%,-31%,-4%,14%,15%,-3
Cn1c(=O)c(-[n+]2ccccc2)c([O-])c2ccccc21,9%,2%,-3%,x,0%,-1%,-9%,-1%,13%,-28%,-6
O=C(Nc1nc2c(cc3c4c(cccc42)CC3)s1)c1ccccc1Cl,4%[46.1 µM],1%,u,-8%,9%,15%,-8%,0%,16%,2%,19
Cc1ccc(CN2CCN(C(=O)c3ccco3)CC2)cc1,-1%[46.1 µM],8%,u,-1%,1%,-5%,4%,0%,0%,13%,-3
CCOC(=O)Nc1sc2c(c1C(N)=O)CCC(C)C2 (stereo not drawn),9%,-3%,-14%,-5%,7%,-1%,-26%,-1%,u,0%,3
CCCCC[C@@H]1C=C(C(=O)O)[C@H](c2ccc(F)cc2)N1S(=O)(=O)c1ccc(C)cc1,10%,2%,-6%,12%,10%,x,-2%,-5%,0%,-12%,-7
COc1ccc(N2CCN(c3ccc(NC(=O)c4ccc5c(c4)OCO5)cc3C#N)CC2)cc1,-4%,0%,-2%,2%,16%,0%,7%,-4%,8%,13%,11
Fc1ccc(/C=N/Nc2cc(N3CCOCC3)ncn2)cc1,8%,0%,u,8%,2%,-4%,-8%,-7%,u,16%,1
O=C(CCN1c2ccccc2Sc2ccccc21)Nc1ccccc1,-2%,0%,18%,-3%,-5%,30%,10%,1%,-23%,17%,11
O=C(OCC(=O)c1ccc[nH]1)c1cncc(Br)c1,26%,-4%,4%,-1%,-1%,-4%,8%,-1%,u,9%,-10
COc1ccc(C(c2nnnn2C(C)(C)C)N2CCN(c3nc4ccccc4s3)CC2)cc1OC (stereo not drawn),-5%,-8%,0%,10%,2%,15%,10%,-10%,-15%,8%,-7
Cn1nnc(NC(=S)NC(=O)c2cccc3c(Cl)cccc23)n1,2%,u,u,-4%,-1%,-5%,11%,0%,9%,3%,-1
Fc1ccc(-c2nnc(CN3CCN(c4ncc(C(F)(F)F)cc4Cl)CC3)o2)cc1,-1%,16%,-4%,2%,-5%,9%,u,-10%,-20%,-18%,-29
O=c1c2ccccc2nc(SCc2ccccc2)n1CC1CCCO1 (stereo not drawn),6%,1%,1%,14µM*,-8%,u,-14%,1%,4%,-18%,-8
COc1ccc(C)cc1NS(=O)(=O)c1ccc2c(c1)NC(=O)C(C)S2 (stereo not drawn),-4%,-5%,u,-11%,0%,14%,-19%,-5%,-2%,14%,8
O=C(O)C1=C[C@H](c2cccs2)C[C@H](OCCCCO)O1,-4%,3%,0%,-9%,0%,-7%,-4%,-5%,0%,2%,2
CCOc1ccc(-c2ccc(SCc3ccccn3)nn2)cc1,x,4%,0%,2%,4%,1%,-2%,-4%,5%,4%,-12
CC(C)CN1C(=O)C(=O)N(CC(=O)c2ccc3c(c2)OCO3)C1=O,-1%,9%,0%,-3%,-2%,-4%,6%,-10%,u,-11%,x

# Compounds were not picked by outcome; about 3.2% have a hit in one of these screens.
